FXIIa inh: human FXIIa protease inhibitors, primary screen, biochemical, 1536-well. actives 0.3% (n = 220,000). purified FXIIa, Boc-QGR-AMC fluorogenic substrate, 2 h. Coagulation factor XII (Homo sapiens), P00748. inhibition, % at 5 µM; in the data active = inhibition above about 40%;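 note: 0% = enzyme with no compound and 100% = blank without enzyme; many of its hits are not listed in these tables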
thrombin 1536: human alpha-thrombin inhibitors, primary screen, counter-screen for coagulation protease inhibitor project, biochemical, 1536-well, fluorogenic AMC substrate. Prothrombin (Homo sapiens), P00734. Boc-VPR-AMC fluorogenic substrate cleavage. inhibition, % at 5 µM. actives 0.26% (n = 220,000);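 active = inhibition at or above 40%; inactive = inhibition below 40%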;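 note: 0% = enzyme with no compound and 100% = wells without enzyme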
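Test system: human alpha-thrombin protein / Dosing: one concentration per compound, 5 µM, with 0.2% DMSO / Medium: pH 7.5 Tris-saline with Tween 20 / Benchmarks: no-compound enzyme wells and no-enzyme blanks / Read-out basis: percent inhibition of thrombin substrate cleavage / Timing: reaction at room temperature / Measured by: fluorescence, ex 355 nm, em 460 nm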
Hck Nef HTS: inhibitors of Nef-activated human Hck kinase, primary screen, biochemical, Z-Lyte FRET, 384-well, Hck-YEEI | Tyrosine-protein kinase HCK (Homo sapiens), P08631 | Recombinant Hck-YEEI plus Nef, Z-Lyte FRET kinase assay | AID 463187, 2010 | inhibition, % at 20 µM | actives 0.68% (n = 220,000);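 active = Hck-Nef kinase inhibition above about 50%, limit read from the data; inactive = inhibition below that limit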;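 note: 0% = DMSO with Hck plus Nef and 100% = Hck alone without Nef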
14-3-3 Bad inh: inhibitors of 14-3-3 zeta/Bad binding, primary screen, biochemical, TR-FRET, bovine 14-3-3 zeta; 14-3-3 protein zeta/delta (Bos taurus), P63103; TR-FRET 14-3-3zeta/Dy647-pBad peptide displacement, 1 h; inhibition, % at 21.7 µM; actives 0.71% (n = 220,000);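 active = inhibition above about 70%, limit read from the data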;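 note: 0% = full 14-3-3 plus peptide FRET controls and 100% = background without 14-3-3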
FXIa inh: human FXIa protease inhibitors, primary screen, biochemical, 1536-well; Coagulation factor XI (Homo sapiens), P03951; purified FXIa, Boc-Glu-Ala-Arg-AMC fluorogenic substrate; inhibition, % at 5 µM; actives 0.14% (n = 220,000);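 active = inhibition of at least 40%; inactive = inhibition below 40%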;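 note: fluorescence of freed AMC excited at 355 nm; 0% = enzyme without compound and 100% = no enzyme blank; many of its hits are not listed in these tables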
Target sequence (P03951 19-387 limits assumed): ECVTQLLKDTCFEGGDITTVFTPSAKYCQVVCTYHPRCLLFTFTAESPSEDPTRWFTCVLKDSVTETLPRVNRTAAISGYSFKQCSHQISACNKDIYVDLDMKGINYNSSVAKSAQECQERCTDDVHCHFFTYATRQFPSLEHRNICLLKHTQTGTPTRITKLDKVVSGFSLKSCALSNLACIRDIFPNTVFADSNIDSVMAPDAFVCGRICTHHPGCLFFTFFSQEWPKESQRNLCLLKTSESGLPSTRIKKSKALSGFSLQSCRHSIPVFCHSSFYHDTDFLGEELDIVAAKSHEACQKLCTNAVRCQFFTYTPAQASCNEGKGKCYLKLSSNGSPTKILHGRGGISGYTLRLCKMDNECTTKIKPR
Target sequence (P03951 388-625 limits assumed): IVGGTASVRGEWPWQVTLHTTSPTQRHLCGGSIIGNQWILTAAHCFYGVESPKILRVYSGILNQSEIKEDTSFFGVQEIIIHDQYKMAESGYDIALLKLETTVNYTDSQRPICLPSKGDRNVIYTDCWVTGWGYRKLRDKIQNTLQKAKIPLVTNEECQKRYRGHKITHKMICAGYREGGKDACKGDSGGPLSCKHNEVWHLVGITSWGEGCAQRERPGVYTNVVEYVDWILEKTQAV
KLK5 inh: human KLK5 protease inhibitors, primary screen, biochemical, 1536-well; recombinant hK5, fluorogenic AMC substrate cleavage; actives 0.59% (n = 210,000); AID 873, 2007; inhibition, % at 5 µM; Kallikrein-5 (Homo sapiens), Q9Y337;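 active = inhibition of 40% or more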;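 note: 0% = enzyme controls without compound and 100% = no-enzyme blanks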
Target sequence (Q9Y337 67-293 limits assumed): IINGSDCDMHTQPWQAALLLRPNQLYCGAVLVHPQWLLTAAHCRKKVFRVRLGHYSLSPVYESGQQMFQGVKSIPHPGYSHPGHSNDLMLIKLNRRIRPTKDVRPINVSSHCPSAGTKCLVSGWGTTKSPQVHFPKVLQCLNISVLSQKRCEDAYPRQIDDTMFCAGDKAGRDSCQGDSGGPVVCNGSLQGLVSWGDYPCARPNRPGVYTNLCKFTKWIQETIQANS
Runt-SMMHC FRET: inhibitors of RUNX1 Runt–CBFb-SMMHC binding, primary screen, biochemical, FRET, Cerulean-Runt, Venus-CBFb-SMMHC, uHTS; Runt-related transcription factor 1 (Homo sapiens) + Core-binding factor subunit beta …; inhibition, % at 20 µM; actives 0.74% (n = 220,000); AID 1434, 2008; Cerulean-Runt/Venus-CBFb-SMMHC FRET ratio 530/480, 1 h;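 active = mean inhibition across duplicate retests at 20 µM reaching about 50%, limit read from the data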;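 note: 0% = DMSO wells and 100% = wells with excess untagged CBFb-SMMHC; inhibitors lower the FRET ratio by blocking Runt binding to CBFb-SMMHC; some results filed as inactive read as strong as hits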
Runt-CBFb FRET: inhibitors of RUNX1 Runt–CBFb binding, primary screen, biochemical, FRET, Cerulean-Runt, Venus-CBFb, uHTS; Cerulean-Runt/Venus-CBFb FRET ratio 530/480, 1 h; AID 1496, 2009; Runt-related transcription factor 1 (Homo sapiens) + Core-binding factor subunit beta …; inhibition, % at 20 µM; actives 0.46% (n = 220,000);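 active = inhibition over about 50% at 20 µM in the single-dose screen, limit read from the data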;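 note: 0% = DMSO wells and 100% = excess unlabeled CBFb competitor control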
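System: Cerulean-labeled Runt domain protein | Quantity: 100 nM of each labeled protein | Schedule: 1 h compound exposure, room temperature | Detection: Fluorescence energy transfer, 422 nm excitation, 530/480 nm emission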
Wee1 degr inh: Wee1 degradation inhibitors, primary screen, cell-based, HeLa, Wee1K328M-luciferase, luminescence; reporter increase, % at 5 µM; HeLa Luc-Wee1K328M stability; 100% = proteasome inhibitor MG132 effect; actives 1.2% (n = 220,000);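 active = activation above the mean of all tested compounds plus 3 SD, set per screening run, cut at about 8.8% in these data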;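 note: cells exposed to compound for 20 h before luminescence read; 0% = DMSO alone and 100% = MG132 at 30 µM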
* = called active by the depositor; . = no result given; [ ] = another dose, or the depositor's remark.

SMILES	FXIIa inh	thrombin 1536	Hck Nef HTS	14-3-3 Bad inh	FXIa inh	KLK5 inh	Runt-SMMHC FRET	Runt-CBFb FRET	Wee1 degr inh
O=C(c1ccc([N+](=O)[O-])cc1)N(Cc1ccc(Cl)cc1Cl)N1C(=O)CCCC1=O	-9	1	1	-3[fluorescence artefact?]	-1	2	-2	-1	0
CCCn1c(=O)c(Br)cn(-c2ccccc2C)c1=O	6	1	16	-5	1	1	-2	3	-2
CC(=O)N(CN1C(=O)c2ccc([N+](=O)[O-])cc2C1=O)c1ccc(F)cc1	17	-6	1	3	4	-14	-5	2	-1
CCOC(=O)C1(Cc2cccc(OC)c2)CCN(CC2CC=CCC2)CC1 (stereo not drawn)	3	-6	18	-13	-6	-19	-2	-1	12*
CC1=C(C(=O)OCc2ccccc2)C(c2ccccc2)NC(=O)N1CCCCCC(=O)O (stereo not drawn)	11	-1	-3	0	2	-18	1	-3	2
CN(C1CCCCC1)S(=O)(=O)c1ccc(-c2ccccn2)s1	7	-4	4	-2	0	-6	-3	1	1
CC1CCN(C(=O)CSCc2ccc(Cl)cc2)CC1	4	-1	-20	-2	1	-3	1	0	2
CN(C)c1ccc(/C=C/c2ccc3ccccc3n2)cc1	10	2	-34	-3	4	1	84	-26	-5
CN(CC(=O)N1CCN(c2ccccn2)CC1)S(=O)(=O)c1ccc2ccccc2c1	31	2	-5	.	16	5	0	1	-2
CC(=O)c1cc(C#N)c(SCC(=O)OC(C)C)nc1C	16	1	2	-5	3	9	1	-2	1
COC(=O)c1ccccc1S(=O)(=O)N1CCC(C(=O)OC(C)C(=O)NC(N)=O)CC1 (stereo not drawn)	0	9	21	-4	-9	-5	1	-2	4
COC(=O)c1ccccc1S(=O)(=O)N(Cc1cc2ccc(OC)cc2[nH]c1=O)CC1CCCO1 (stereo not drawn)	10	1	1	15	-1	-6	-3	0	0
Cc1ccc(S(=O)(=O)N(C)c2nc3ccccc3[nH]c2=S)cc1	7	0	-21	-7	1	3	13	23	3
CCN(CC)C(=O)c1cc2cc(Br)ccc2oc1=O	3	-7	0	3	-4	2	0	-1	0
O=[N+]([O-])c1ccccc1-c1ccc(/C=N/n2cnnc2)o1	7	-6	2	3[fluorescence artefact?]	-2	-6	15	12	3
Cc1nc(SCCC(C)C)c([N+](=O)[O-])[nH]1	4	1	0	-8	-4	-6	-3	-4	-2
COc1ccc2nc(NC(=O)CCn3cccc3)sc2c1	2	4	1	3	5	-12	1	2	5
O=C(NC(Cc1c[nH]c2ccccc12)C(=O)O)/C(=C\c1ccc2c(c1)OCO2)NC(=O)c1ccccc1 (stereo not drawn)	4	-7	8	-3	-2	-2	2	4	1
O=S(=O)(c1cccc2nsnc12)N1CCN(c2ccccc2F)CC1	12	4	6	-5	-2	10	2	-1	-4
[O-]/[N+](=C\c1ccccc1)[C@@H]1CCCC[C@@H]1/[N+]([O-])=C/c1ccccc1	10	2	1	-2	-2	-4	1	0	1
Cc1cc(C)c(S(=O)(=O)NC2CCN(Cc3ccccc3)CC2)c(C)c1	11	4	16	0	0	9	0	2	0
CCOCC(=O)NCc1ccc2c(c1)OCO2	9	-1	0	-6[fluorescence artefact?]	-2	-6	-4	2	-3
O=C(CN1CCN(S(=O)(=O)c2ccc(F)cc2)CC1)Nc1cccc(C(F)(F)F)c1	10	-2	-2	10	-3	-14	4	-6	-1
COc1ccc(Cl)cc1Nc1nc(NCCO)nc(N2CCCC2)n1	14	-1	9	8	0	-23	0	-2	-1
O=[N+]([O-])c1cnn2cc(Br)cnc12	-4	-4	24	-10	2	-5	-4	1	0

The list goes on; the last two above are carried over.
SMILES	FXIIa inh	thrombin 1536	Hck Nef HTS	14-3-3 Bad inh	FXIa inh	KLK5 inh	Runt-SMMHC FRET	Runt-CBFb FRET	Wee1 degr inh
COc1ccc(Cl)cc1Nc1nc(NCCO)nc(N2CCCC2)n1	14	-1	9	8	0	-23	0	-2	-1
O=[N+]([O-])c1cnn2cc(Br)cnc12	-4	-4	24	-10	2	-5	-4	1	0
C/C(CC(=O)Nc1cc(Cl)ccc1Cl)=N\NC(N)=S	13	-3	1	-1	6	-2	-3	-4	0
COc1ccc(Cn2c(=O)[nH]c3cc(OC)c(OC)cc3c2=O)cc1	5	-5	5	7	-1	0	1	1	0
Cn1c(CCN2CCOCC2)nc2cc(NS(=O)(=O)c3ccccc3)ccc21	9	-4	15	3	0	1	-2	0	0
CCc1sc(C(=O)Nc2cc(Cl)ccc2N2CCCCC2)cc1C	-2	-2	8	8	-2	1	-1	0	1
CC1(C)C(=O)NCCN1C(=O)CCC(=O)O	5	-9	6	-5	-6	7	1	-3	1
CC(C)(C)c1ccc(/C=C/C(=O)Nc2ccncc2)cc1	19	-1	7	19	18	-14	2	-3	1
CCc1nnc(NS(=O)(=O)c2ccc(N3C(=O)c4ccc(C(=O)O)cc4C3=O)cc2)s1	5	1	8	-4	-1	-8	3	1	3
CC(=O)c1cn(CCC(C)C)c(=O)[nH]c1=O	10	-8	0	7	6	-2	-2	-2	2
COC(CNC(=O)c1ccc2c(c1)ncn2-c1ccc(F)c(F)c1)OC	11	-4	21	-17	0	2	-1	0	-5
CC(C)(C)c1cc(N)on1	5	-1	-2	4	-2	-7	2	1	3
Cc1ccc(S(=O)(=O)N(CC(=O)NC2CCCC2)c2cccc(C)c2)cc1	11	3	-4	-2[fluorescence artefact?]	5	-2	-6	-2	-2
COCCNC(=O)C(c1ccc(C)o1)N(Cc1cccs1)C(=O)c1snc(C(N)=O)c1N (stereo not drawn)	-9	-2	10	1	-1	-16	6	0	0
COc1ccc(C(CC(=O)N2CCCC(C)C2)c2c(OC)cc(OC)c3c(-c4ccccc4)cc(=O)oc23)cc1 (stereo not drawn)	8	3	-7	24	1	3	-8	-3	.
O=C(NCc1ccc(Cl)cc1)c1ccc(CNc2c(N3CCOCC3)c(=O)c2=O)cc1	3	-3	13	3	0	0	1	-1	-1
S=c1[nH]nc(-c2ccc(Cl)cc2)n1-c1ccc2c(c1)OCCO2	-5	-8	2	3	-9	-10	28	2	0
COc1ccc(OCC(O)CNS(=O)(=O)c2ccc(C)cc2)cc1 (stereo not drawn)	3	-2	6	-2	-8	-7	0	0	-2
Cn1c(=O)[nH]c(=O)c2c1nc(N1CCC(Cc3ccccc3)CC1)n2Cc1ccccc1	13	-8	2	-1	3	-11	0	-8	1
COc1ccc(C2CC(c3ccc4ccccc4c3)=NN2C(=O)CNC2CCCCC2)cc1 (stereo not drawn)	1	-15	24	3	-3	1	-2	2	-3
CCN1CCN(c2ccc(NC(=O)c3cccc(F)c3)cc2Cl)CC1	5	-13	14	-4	0	-3	-1	0	-1
CSCCC(=O)N1C(C)CCCC1C(=O)O (stereo not drawn)	5	0	0	-11	-3	6	-2	0	0
COc1ccc(NC(=O)CN2C(=O)C(c3ccccc3)=NC23CCCCCC3)cc1OC	9	-4	-1	7	6	3	-9	-7	0
CC(=O)NS(=O)(=O)c1ccc(NC(=O)C2C3C=CC(C3)C2C(=O)O)cc1 (stereo not drawn)	6	-4	-1	-18	4	-11	-1	0	-2
O=C(COc1ccc(Cl)cc1)N1CCN(C(=O)c2cccs2)CC1	12	11	22	-4	0	2	0	-1	-1
O=C(Nc1cccc(Cl)c1)c1ccc2c(c1)SC1=NS(=O)(=O)CCN12	8	-3	16	2	2	4	0	-2	-1
CN1CCC(N2CCCC(C(=O)O)C2)CC1 (stereo not drawn)	11	1	-2	34[fluorescence artefact?]	4	-21	-1	0	-1
CCCc1cc(=O)n2[nH]c(C)c(-c3ccccc3)c2n1	-9	-6	0	-15	-7	-19	4	0	2
Cc1ccc(CNC(=O)C(C)C2Sc3ccccc3NC2=O)cc1 (stereo not drawn)	5	-12	10	6	-1	0	-1	0	-2

Gathered by group: those above containing a Cl atom
SMILES	FXIIa inh	thrombin 1536	Hck Nef HTS	14-3-3 Bad inh	FXIa inh	KLK5 inh	Runt-SMMHC FRET	Runt-CBFb FRET	Wee1 degr inh
O=C(c1ccc([N+](=O)[O-])cc1)N(Cc1ccc(Cl)cc1Cl)N1C(=O)CCCC1=O	-9	1	1	-3[fluorescence artefact?]	-1	2	-2	-1	0
CC1CCN(C(=O)CSCc2ccc(Cl)cc2)CC1	4	-1	-20	-2	1	-3	1	0	2
COc1ccc(Cl)cc1Nc1nc(NCCO)nc(N2CCCC2)n1	14	-1	9	8	0	-23	0	-2	-1
C/C(CC(=O)Nc1cc(Cl)ccc1Cl)=N\NC(N)=S	13	-3	1	-1	6	-2	-3	-4	0
CCc1sc(C(=O)Nc2cc(Cl)ccc2N2CCCCC2)cc1C	-2	-2	8	8	-2	1	-1	0	1
O=C(NCc1ccc(Cl)cc1)c1ccc(CNc2c(N3CCOCC3)c(=O)c2=O)cc1	3	-3	13	3	0	0	1	-1	-1
S=c1[nH]nc(-c2ccc(Cl)cc2)n1-c1ccc2c(c1)OCCO2	-5	-8	2	3	-9	-10	28	2	0
CCN1CCN(c2ccc(NC(=O)c3cccc(F)c3)cc2Cl)CC1	5	-13	14	-4	0	-3	-1	0	-1
O=C(COc1ccc(Cl)cc1)N1CCN(C(=O)c2cccs2)CC1	12	11	22	-4	0	2	0	-1	-1
O=C(Nc1cccc(Cl)c1)c1ccc2c(c1)SC1=NS(=O)(=O)CCN12	8	-3	16	2	2	4	0	-2	-1

Screening data deposited in PubChem by several laboratories.
